From PubChem BioAssay
PAFAH1B2 inh = PAFAH1B2 enzyme inhibitors, primary screen, biochemical, fluorescence polarization, human; inhibition, % at 3.39 µM; Platelet-activating factor acetylhydrolase IB subunit alpha2 (Homo sapiens), P68402; 340,000 compounds, 1.2% hits; recombinant PAFAH1B2, FP-rhodamine activity probe;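 active = inhibition above the mean of all tested compounds plus 3 SD, cut at about 24% in these data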;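 also: 0% = enzyme with DMSO and 100% = wells lacking PAFAH1B2; many of its hits are not listed in these tables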
MEX-5 binding = MEX-5 zinc finger RNA-binding disruptors – biochemical, C. elegans, fluorescence polarization, MLPCN library, primary screen; Zinc finger protein mex-5 (Caenorhabditis elegans), Q9XUB2; MEX-5/FITC-TCR2 RNA binding; active compounds read low; activity score (negative = inhibition of binding), % at 10 µM; 300,000 compounds, 0.38% hits; AID 1832, 2009;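 active = inhibition past about -25% in most replicates, and total fluorescence under double the plate's negative control median, limit read from the data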;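 also: 0% = DMSO and -100% = 5 µM competing unlabeled TCR2 RNA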
PME-1 primary = PME-1 inhibitors via competitive probe labeling, primary screen, biochemical, fluorescence polarization, FP-Rh probe, HTS; recombinant PME-1; inhibition, % at 5.9 µM; 320,000 compounds, 0.53% hits; AID 2130, 2009; Protein phosphatase methylesterase 1 (Homo sapiens), Q9Y570;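 active = inhibition above the campaign mean of all compounds plus 3 SD, cut at about 26% in these data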;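 also: competitive labeling of PME-1 active site by serine hydrolase directed probe; 0% = PME-1 with DMSO and 100% = wells lacking PME-1 enzyme; inhibitors block probe labeling so polarization falls and inhibition rises; many of its hits are not listed in these tables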
Bcl-xL primary = inhibitors of human Bcl-xL, primary screen, biochemical, fluorescence polarization, HTS. Bcl-2-like protein 1 (Homo sapiens), Q07817. GST-Bcl-xL / FITC-Bim BH3 peptide fluorescence polarization. inhibition, % at 10.9 µM. 320,000 compounds, 0.7% hits. AID 2129, 2009;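 active = inhibition above the mean of all tested compounds plus 3 SD, cutoff set per campaign, cut at about 30% in these data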;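 also: 0% = DMSO wells and 100% = unlabeled Bim-BH3 peptide competitor; inhibitors lower millipolarization by displacing the labeled peptide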
Target sequence (Q07817 whole entry, looked up): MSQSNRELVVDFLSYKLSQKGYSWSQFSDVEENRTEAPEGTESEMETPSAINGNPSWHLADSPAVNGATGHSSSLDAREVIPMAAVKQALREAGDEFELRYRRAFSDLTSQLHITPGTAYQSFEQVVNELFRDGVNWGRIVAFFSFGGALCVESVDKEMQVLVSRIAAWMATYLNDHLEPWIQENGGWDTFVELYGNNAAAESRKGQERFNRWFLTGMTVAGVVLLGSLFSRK
MCL1-BIM inh = inhibitors of MCL1 binding to BIM-BH3, primary screen, biochemical, fluorescence polarization; inhibition, % at 10.9 µM; AID 2057, 2009; 320,000 compounds, 0.68% hits; Induced myeloid leukemia cell differentiation protein Mcl-1 (Homo sapiens), Q07820; GST-MCL1 / FITC-Bim-BH3 fluorescence polarization;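 active = inhibition above the mean inhibition of all tested compounds plus 3 SD, set per campaign, cut at about 40% in these data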;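 also: 0% = DMSO wells and 100% = unlabeled Bim-BH3 peptide control; higher means more loss of mP so more displacement of Bim peptide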
Target sequence (Q07820 whole entry, looked up): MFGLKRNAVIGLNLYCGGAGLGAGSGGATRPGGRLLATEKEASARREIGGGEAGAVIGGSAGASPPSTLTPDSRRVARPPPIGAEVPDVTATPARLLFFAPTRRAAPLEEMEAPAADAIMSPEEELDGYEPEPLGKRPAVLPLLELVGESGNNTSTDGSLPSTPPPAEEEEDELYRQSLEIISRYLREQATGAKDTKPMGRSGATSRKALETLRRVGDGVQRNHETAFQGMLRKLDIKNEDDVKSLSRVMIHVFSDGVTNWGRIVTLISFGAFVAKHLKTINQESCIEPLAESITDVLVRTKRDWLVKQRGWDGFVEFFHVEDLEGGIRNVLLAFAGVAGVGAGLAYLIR
GLD-1 TGE inh = GLD-1/TGE RNA complex disruptors, primary screen, biochemical, fluorescence polarization. 320,000 compounds, 0.44% hits. purified GLD-1 + fluorescein TGE RNA. inhibition, % at 5.96 µM;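 active = percent inhibition above a per-plate cutoff, the plate mean of test compounds plus 3 SD, cut at about 30% in these data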;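 also: 0% = DMSO wells with GLD-1 and probe and 100% = wells lacking GLD-1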
pPAFAH inh = pPAFAH enzyme inhibitors, primary screen, biochemical, fluorescence polarization, human; Platelet-activating factor acetylhydrolase (Homo sapiens), Q13093; AID 463082, 2010; recombinant pPAFAH, FP-rhodamine probe fluorescence polarization; inhibition, % at 3.39 µM; 330,000 compounds, 1.5% hits;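 active = inhibition above the mean inhibition across the screen plus 3 SD, cut at about 25% in these data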;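 also: inhibitors block binding of the rhodamine activity-based probe so polarization drops; 0% = enzyme with DMSO and 100% = wells lacking pPAFAH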
Target sequence (Q13093 whole entry, looked up): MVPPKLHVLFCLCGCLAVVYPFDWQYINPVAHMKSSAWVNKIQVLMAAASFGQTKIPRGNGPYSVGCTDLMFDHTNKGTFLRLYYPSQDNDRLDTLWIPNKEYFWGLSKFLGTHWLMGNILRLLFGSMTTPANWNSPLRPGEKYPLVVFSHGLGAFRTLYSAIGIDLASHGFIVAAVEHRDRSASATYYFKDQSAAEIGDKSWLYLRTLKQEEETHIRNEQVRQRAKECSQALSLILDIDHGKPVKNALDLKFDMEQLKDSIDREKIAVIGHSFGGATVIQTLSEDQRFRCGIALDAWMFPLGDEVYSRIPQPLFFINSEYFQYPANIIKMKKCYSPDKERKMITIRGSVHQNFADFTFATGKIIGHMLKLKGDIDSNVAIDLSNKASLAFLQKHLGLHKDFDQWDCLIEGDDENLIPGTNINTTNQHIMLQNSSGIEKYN
Fam108B inh = mouse Fam108B serine hydrolase inhibitors, primary screen, counter-screen for RBBP9 inhibitor project, biochemical, fluorescence polarization; inhibition, % at 9.51 µM; recombinant Fam108B, FP-Rh probe fluorescence polarization; 300,000 compounds, 0.33% hits;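 active = inhibition above the screen mean inhibition plus 3 SD, computed separately per campaign, cut at about 18% in these data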;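 also: inhibitors lower polarization as less probe binds the enzyme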
AHR activator = AHR activators, primary screen, cell-based, luminescence, luciferase reporter, human. AHR-responsive luciferase reporter cells. Aryl hydrocarbon receptor (Homo sapiens), P35869. activation, % at 5 µM. 320,000 compounds, 2.5% hits; in the data active = activation above about 47%;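 also: 0% = vehicle wells and 100% = reference agonist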
* marks the source's active call; other numbers are inactive results; x = not tested or not shown.

Each structure is followed by: Bcl-xL primary, AHR activator, Fam108B inh, pPAFAH inh, PME-1 primary, MEX-5 binding, GLD-1 TGE inh, MCL1-BIM inh, PAFAH1B2 inh
- CN(C)c1ccc(N=Cc2nc(-c3ccccc3)oc2OC(=O)c2cccc(Cl)c2)cc1
  -20, 60*, 0, 3, -4, -9.4, -20, -43, 0
- Cc1ccc(O)c(NC(=O)c2ccccc2-c2ccccc2C(=O)O)c1
  2, -2, 3, -5, 2, 1.1, -1, 0, 1
- O=C(CC(=O)Nc1ccc(F)cc1)Nc1ccc(F)cc1
  -4, 12, 1, 4, 3, -1.9, -11, -2, 5
- Cc1ccc2ncc(S(=O)(=O)c3ccccc3)c(N3CCCCC3C)c2c1 (stereo not given)
  5, 1, -1, -4, -2, -1.7, 4, 1, 1
- COc1ccc(C(=O)N2CCN(c3ccc([N+](=O)[O-])c(NCCc4ccc(OC)c(OC)c4)c3)CC2)cc1
  4, 2, -5, 7, -7, 0.7, 4, 0, 0
- O=C1CCC(C(=O)Nc2cccc(S(=O)(=O)N3CCOCC3)c2)N1 (stereo not given)
  1, -2, 0, 9, 2, 0.9, 7, 5, 2
- Cc1ccc2cc(CN(C(=O)c3cccs3)c3ccccc3)c(=O)[nH]c2c1
  1, 1, -4, -1, -2, 2.0, -3, -1, 2
- O=C(COC(=O)CCC1CCCC1)NCc1ccc(Cl)cc1
  1, -1, 0, 30*, 6, -0.5, -6, 1, 4
- COc1ccc(CC(=O)N(C)CC(=O)Nc2ccccc2C(F)(F)F)cc1S(=O)(=O)N1CCOCC1
  -3, 1, -4, 2, -2, -0.5, 2, -6, 4
- O=C(c1nnc(-c2ccccc2)o1)C1CC1
  2, -4, 2, 3, 2, 0.0, 4, 2, -4
- CC(=O)CCc1oc2ccc([N+](=O)[O-])cc2c1-c1ccc(C)o1
  0, 4, -1, 7, 8, -2.0, -4, -3, 3
- CN1CCN(C2CC(=O)N(Cc3ccc(N4CCCC4=O)cc3)C2=O)CC1 (stereo not given)
  2, 0, 1, -5, 5, -2.1, 0, 8, 2
- O=C(c1cc(Cl)nc2ccccc12)N(Cc1nnc(-c2ccccc2Cl)o1)C1CC1
  -4, 22, -1, 1, 10, -1.9, 5, -6, 0
- Cc1ccc(O)c(C2=Nc3ccccc3N=C(c3ccco3)C2)c1
  -11, 16, -2, 0, 0, 2.7, -16, -7, -1
- CN(C)c1nc(SCc2ccccc2Cl)nc2c1CCCC2
  9, 5, 4, 7, -1, -1.1, 0, 10, -3
- C#CCn1cc(/C=N/NC(=O)c2cc3ccccc3o2)c2ccccc21
  -5, 112*, 3, 5, 18, -0.4, 0, -1, 6
- Cn1cc(Cl)c(C(=O)NNC(=S)Nc2cccc(Cl)c2)n1
  5, 125*, 2, 4, 5, -1.7, 7, 8, 2
- CCN1CCN(c2nc(N)c([N+](=O)[O-])c(Nc3cccc(C)c3)n2)CC1
  -1, 9, 6, -3, 1, -1.7, 1, 0, 6
- CCN(C(=O)CSc1ncn[nH]1)c1cccc2ccccc12
  3, 1, -3, -1, -6, 2.2, -2, 9, 3
- COc1cc([N+](=O)[O-])cc(/C=N/NC(=O)C(O)(c2ccccc2)c2ccccc2)c1O
  2, 2, 5, 7, 2, -8.4, 5, 2, 10
- COc1ccc2c(c1)[C@H]1[C@H](CO2)[C@H](c2ccccc2)[C@]2(C)C(=O)Nc3cc(Cl)ccc3C(=O)N12
  4, 17, -16, -3, -21, x, 0, 6, -7
- Cc1ccc(Oc2c(F)c(F)nc(N3CCCC3)c2F)cc1
  4, 5, 8, 3, -7, 2.3, 0, 11, 4
- NC(=O)C1CCN(C(=O)c2cccc(CN3C(=O)c4ccccc4C3=O)c2)CC1
  -1, 3, x, 0, 2, x, 8, 1, -2
- Cc1cc(N2CCN(C)CC2)nc2ccc(NC(=O)c3cccnc3Cl)cc12
  4, 4, -6, 10, 0, -0.8, -4, 3, 0
- CCOC(=O)N1CCN(C(=O)c2ccc(CS(=O)(=O)c3ccc(OC)cc3)o2)CC1
  -3, 3, 0, -1, -5, -1.2, 7, -6, -1
- Cc1cc2nc3c(nc2cc1C)C(O)=C3O
  4, 8, 1, 4, 3, -0.3, 6, 5, -1
- Cc1ccc(C2(CCNCc3ccco3)CCOC(C(C)C)C2)cc1 (stereo not given)
  8, 0, 4, 2, 5, -2.0, 1, 3, 1
- COc1cc(/C=N/n2cnc3c(sc4nc(C)cc(C)c43)c2=O)ccc1O
  4, 0, 4, 2, 2, -2.2, 6, 8, x
- CC1CCCC(C)N1CCCNC(=O)c1nn(C)c2c1CSc1ccccc1-2 (stereo not given)
  2, 2, 5, 7, 1, 2.6, 0, -1, -3
- CC(C)C(=O)Nc1nnc(CCc2ccccc2)s1
  4, 2, -1, 2, 0, -0.2, 1, 3, 6
- COc1cccc(C2(c3cccc(OC)c3)CC2C(=O)Nc2ccc(F)cc2)c1 (stereo not given)
  1, 6, 4, 3, -17, 0.6, 7, 0, 4
- CC(C)(C)C(=O)CSc1nc2ccccc2o1
  0, 1, -1, -2, -6, 0.5, 1, 4, 7
- CN(C(=O)COC(=O)c1ccc2ccccc2n1)c1ccccc1
  x, 15, x, 7, x, x, 1, x, -2
- COc1ccc(/C=C(\NC(=O)/C=C/c2ccco2)C(=O)NCCc2nc3ccccc3[nH]2)cc1
  5, 10, -5, 2, 5, 3.8, -1, 1, -3
- CC(C)c1cc(C(C)C)n2nc(N)nc2n1
  3, 0, 1, 3, -3, -2.1, 3, -4, -2
- c1ccc2oc(-c3[nH]ncc3CN3CCSCC3)cc2c1
  5, 8, 0, 0, -6, x, -2, 0, 7
- C[C@@H]1CCC[C@]2(O[C@@H](CCO)C[C@H](O)[C@H]2O)O1
  -3, 2, -4, -10, 0, 2.9, 5, 0, 1
- O=C(CN1C2CCCC1CC(NC(=O)c1ccco1)C2)Nc1ccccc1 (stereo not given)
  5, 3, 2, 3, 4, 2.9, -5, 7, 6
- CCOC(=O)c1cc(-c2ccccc2)sc1NC(=O)C(C)Sc1nnnn1C (stereo not given)
  0, 8, -3, 11, -12, 1.8, 3, 0, -7
- O=C(NCc1ccccc1)C1(c2cccc(F)c2)CCCC1
  2, 6, 1, -5, -4, 1.1, 3, 2, 26*
- Cc1cc(C)c2cc(C#N)c(N3CCCN(C(=O)c4cnccn4)CC3)nc2c1
  10, 6, 0, 1, 4, 0.6, 5, 13, -5
- Cc1cc(C(=O)N2CCCC(C(=O)c3ccc4ccccc4c3)C2)n(C)n1 (stereo not given)
  4, 5, -4, 2, 2, -0.5, 0, 0, 6
- O=C(Nc1cccc(S(=O)(=O)N2CCCC2)c1)c1cc(S(=O)(=O)N2CCOCC2)ccc1F
  -1, 24, 1, 4, -3, 2.5, -4, -1, -1
- O=C(C1CSC2(c3ccc(F)cc3)CCC(=O)N12)N1CCCCCC1 (stereo not given)
  4, -1, -4, 8, 4, 1.8, 1, 0, 1
- Cc1c(N=C/C=C2\N(C)c3ccccc3C2(C)C)c(=O)n(-c2ccccc2)n1C
  5, 1, -3, 13, 1, 1.4, 2, 7, 0
- O=c1cc(CSc2nnnn2-c2ccc(O)cc2)nc2sccn12
  -4, 5, 3, 4, 0, 3.4, -6, -12, 5
- COCCNC(=O)C1CCN(S(=O)(=O)c2ccccc2)CC1
  4, 0, 2, 3, 8, -0.5, 5, 4, 4
- CSc1nc2n(n1)C(C)C1=C(CCCC1=O)N2 (stereo not given)
  4, 1, 3, -1, 1, -0.6, 0, 6, 1
- Cc1cccc(-n2c(C)nc3sccc3c2=O)c1
  -3, 7, 1, -1, 1, 3.2, 2, 6, 3
- CCc1ccc(OCCSc2nc3ccccc3n2CC(=O)O)cc1
  5, 3, 2, 0, -2, 0.8, 6, 0, 12
- CCOC(=O)C(=O)Nc1ccccc1C(=O)Nc1ccc(OC)cc1
  3, 0, -3, -3, -2, x, 2, 5, 1
- O=C(CSc1nnc2c(n1)[nH]c1ccccc12)N1CCCCC1
  9, 9, 5, 3, -6, -0.1, -7, 14, 2
- COC(=O)c1cn(Cc2cccc(C)c2)nn1
  3, 1, -1, -1, 2, 0.0, -2, -1, -1
- O=C(Nc1ccc(OCC(=O)N2CCOCC2)cc1)c1cncc(Br)c1
  7, -1, -3, 1, -6, -0.4, 1, 5, 1
- CCOC(=O)C1CN(S(=O)(=O)c2ccc(OC)cc2)c2cc(Cl)ccc2O1 (stereo not given)
  -1, 1, -4, 1, 2, 0.7, -2, 0, -1
- COc1ccc(C2NC(c3ccc(OC)cc3)C([N+](=O)[O-])C(C)(C)C2[N+](=O)[O-])cc1 (stereo not given)
  7, -1, 1, 5, 1, 0.2, 3, 3, 1
- O=S(=O)(c1ccccc1)N(CC(O)Cn1c2ccccc2c2ccccc21)c1ccccc1 (stereo not given)
  1, 64*, -25, -6, -30, 1.4, 1, 4, -6
- N#CCSc1nc2sc3c(c2c(=O)n1C1CCCCC1)CCCC3
  2, 2, -1, -1, -6, 0.5, -2, 1, 3
- Cc1nnc(N2CCc3ccccc3C2)[nH]c1=O
  1, 14, 5, 4, 3, 0.8, 7, -4, 2
- O=C(O)c1cccc(NC(=O)C2C3C=CC(C3)C2C(=O)OCC(F)(F)C(F)F)c1 (stereo not given)
  5, 8, 2, -2, 0, -2.1, -11, -11, -3

Continued:
Each structure is followed by: Bcl-xL primary, AHR activator, Fam108B inh, pPAFAH inh, PME-1 primary, MEX-5 binding, GLD-1 TGE inh, MCL1-BIM inh, PAFAH1B2 inh
- O=C(c1ccco1)N1CCN(S(=O)(=O)c2cccc(C(F)(F)F)c2)CC1
  3, -3, 3, 2, 8, 0.2, 4, 3, 3
- O=C(NCCc1ccccc1)c1cccc([N+](=O)[O-])c1
  3, 4, 4, -1, 7, -3.3, 5, 0, 3
- O=P(Cc1cccc[n+]1[O-])(c1ccccc1)c1ccccc1
  1, 0, 4, -6, -8, 1.0, -3, -3, 5
- CCC(C)n1[nH]c(=O)cc1N (stereo not given)
  6, 0, -1, 2, 1, 1.3, 4, 7, -3

Some of the compounds tested; count on the stated rates, not on these rows.
